Source: PubChem
PriA SSB inh – inhibitors of Klebsiella pneumoniae PriA binding to SSB C-terminal tail | AlphaScreen SSBct-PriA binding, biotinylated peptide | inhibition, % at 33 µM | hit rate 0.6% among 430,000 | AID 1272365; in the data active = inhibition mostly above about 37%, no sharp cut-off; inactive = mostly below about 20%;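 also: plate controls were negative control peptide for no effect and reference peptide for full effect; strong numbers were not always called active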
BH1578 lux ind – quorum light induction in luxS cqsA deficient V. cholerae. hit rate 0.16% among 350,000. V. cholerae BH1578 lux reporter, luminescence, 6 h. activation, % at 18.7 µM; in the data active = activation mostly above about 9.7%, no sharp cut-off; also: not every result past the cut was called active; inactives centre near 0; reference of the scale not given here
GDH-TPI inh – inhibits GDH-TPI coupling enzymes, artifact for Mtb FBA screen | GDH-TPI coupled enzyme counterscreen, NADH absorbance | inhibition, % at 4.8 µM | hit rate 1.2% among 360,000; in the data active = inhibition above about 30%;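 also: 0% = DMSO wells and 100% = wells lacking the enzyme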
MazF activator – MazEF (E. coli) toxin RNase activation. AID 504720. activation, % at 20 µM. FAM/BHQ RNA-DNA oligo cleavage fluorescence, 5 h. P0AE70. hit rate 0.32% among 350,000; in the data active = activation above about 50%
Target sequence (P0AE70 whole entry, looked up): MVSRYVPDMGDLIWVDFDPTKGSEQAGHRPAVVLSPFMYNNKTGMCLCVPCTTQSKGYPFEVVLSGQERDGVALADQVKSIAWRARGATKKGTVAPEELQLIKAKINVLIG
BioA inh – BioA (M. tuberculosis) enzyme inhibition | inhibition, % at 9.99 µM | hit rate 0.096% among 360,000 | AID 602481 | purified M. tuberculosis BioA enzyme, plate reader; in the data active = inhibition above about 40%
Mtb FBA inh – inhibitors of M. tuberculosis fructose-bisphosphate aldolase; P9WQA3; purified M. tuberculosis FBA, fluorescence read-out; inhibition, % at 1 µM; hit rate 2.3% among 360,000; in the data active = inhibition above about 27%;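 also: 0% = vehicle and 100% = reference inhibitor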
Target sequence (P9WQA3 whole entry, looked up): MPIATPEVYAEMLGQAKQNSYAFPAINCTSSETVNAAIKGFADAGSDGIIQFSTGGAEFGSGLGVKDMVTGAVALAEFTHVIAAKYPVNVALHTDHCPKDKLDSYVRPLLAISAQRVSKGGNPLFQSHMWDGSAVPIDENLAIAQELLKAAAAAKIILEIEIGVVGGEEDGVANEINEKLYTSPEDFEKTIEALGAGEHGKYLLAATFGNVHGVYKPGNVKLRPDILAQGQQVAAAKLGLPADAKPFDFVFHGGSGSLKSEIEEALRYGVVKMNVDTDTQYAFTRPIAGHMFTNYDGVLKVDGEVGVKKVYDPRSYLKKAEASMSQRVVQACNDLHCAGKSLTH
SARS 3CLpro inh – SARS-CoV 3CLpro protease inhibition. P0C6X7. recombinant SARS-CoV 3CLpro, quenched FRET peptide cleavage. inhibition, % at 6 µM. hit rate 0.14% among 290,000; in the data active = inhibition above about 12%
Mtb UGM inh – inhibitors of M. tuberculosis UDP-galactopyranose mutase | P9WIQ1 | purified UGM, fluorescence polarization probe displacement | inhibition, % at 10 µM | hit rate 0.06% among 320,000 | AID 504406; in the data active = inhibition above about 10%, passing the limit was not always enough
Rv3671c inh – Rv3671c (M. tuberculosis) protease inhibition. P9WHR9. inhibition, % at 5.96 µM. hit rate 0.048% among 320,000. AID 2606; in the data active = inhibition above about 38%;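 also: extracellular domain of Rv3671c used as enzyme; 0% = enzyme with DMSO and 100% = no enzyme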
Target sequence (P9WHR9 whole entry, looked up, the tested form may be a part): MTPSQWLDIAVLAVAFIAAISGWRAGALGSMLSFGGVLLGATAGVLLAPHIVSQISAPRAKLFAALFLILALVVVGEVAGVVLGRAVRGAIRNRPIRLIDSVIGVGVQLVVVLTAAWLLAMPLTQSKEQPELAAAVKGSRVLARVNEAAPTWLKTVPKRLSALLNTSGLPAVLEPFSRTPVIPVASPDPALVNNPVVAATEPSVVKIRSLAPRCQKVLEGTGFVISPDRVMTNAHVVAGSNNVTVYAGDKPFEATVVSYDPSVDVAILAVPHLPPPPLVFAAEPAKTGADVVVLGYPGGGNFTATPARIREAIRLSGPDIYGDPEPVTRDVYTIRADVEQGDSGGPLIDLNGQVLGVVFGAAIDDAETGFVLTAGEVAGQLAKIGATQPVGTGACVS
DUSP3 inh – DUSP3 (human) phosphatase inhibition; recombinant VHR phosphatase, pNPP absorbance; inhibition, % at 13.3 µM; hit rate 0.52% among 290,000; in the data active = inhibition above about 50%; also: some compounds called inactive have numbers as strong as hits
Target sequence (P51452 whole entry, looked up): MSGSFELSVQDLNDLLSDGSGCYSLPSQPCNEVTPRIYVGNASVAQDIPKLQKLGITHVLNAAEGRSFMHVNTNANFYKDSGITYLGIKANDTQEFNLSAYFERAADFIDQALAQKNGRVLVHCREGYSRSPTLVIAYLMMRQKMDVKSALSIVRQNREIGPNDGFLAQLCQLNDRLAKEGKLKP
The depositor's hits bear a star; i = inactive; . = no result given; + = active, no number; & = joins results of further samples.

SMILES	PriA SSB inh	BH1578 lux ind	GDH-TPI inh	MazF activator	BioA inh	Mtb FBA inh	SARS 3CLpro inh	Mtb UGM inh	Rv3671c inh	DUSP3 inh
O=S(=O)(Nc1ccc(N2CCCCC2)cc1)c1ccc(F)cc1F	21	i	-12	3	2.7	-3	-2	1.2	0	27
O=C(NCC1CCCO1)Nc1ccc(Cl)cc1 (centres undefined)	-15	1.0	-11	3	3.0	1	0	1.5	-4	21
O=C(Nc1ccc(F)cc1)c1ccc(S(=O)(=O)N2CCCC2)cc1	-7	-0.3	5	-6	11	0	6	0.2	3	24
CCCn1c(SCC(=O)NC2CC2)nnc1-c1cccs1	3	i	5	2	-1.2	-1	-4	-0.8	-5	6
CCc1ccc(N2CC34C=CC(O3)C(C(=O)OC)C4C2=O)cc1 (centres undefined)	3	3.6	-3	3	-2.0	-1	-4	-0.4	1	-10
COc1ccc(NC(=O)C2CCC(CNc3c(N4CCC(C)CC4)c(=O)c3=O)CC2)cc1OC (centres undefined)	4&-2	-0.3	3&8	0&-1	3.5&1.9	-2&-1	-4	2.6	0	17
COc1cc(NC(=S)NCc2cccnc2)cc(OC)c1	-8	-0.8	3	-6	.	-1	-1	-1.5	3	16
Cc1nn(Cc2ccccc2)c(N)c1C#N	-26	-0.6	4	4	-1.3	0	-5	-1.0	-4	23
O=C(N/N=C/c1ccccn1)c1ccc(Cl)cc1	.	-0.6	-4	9	-0.4	1	2	-0.8	2	6
Cc1nc(N2CCOCC2)nc2c1CCC2	4	2.5	-2	4	.	12	-1	0.3	-8	4
Cc1cnc(C(=O)Nc2ccc(N3CCOCC3)cc2)cn1	10	i	-7	6	27	5	-4	1.2	9	-4
CC1CCCCC1NC1=NCCCS1 (centres undefined)	.	.	.	.	.	.	-3	0.0	0	54*
Cc1cc(NC(=O)COc2cccc([N+](=O)[O-])c2)no1	-4	-0.5	7	0	-1.6	1	-1	0.6	13	-16
CN(C)C(=O)CCc1ccc2c3c([nH]c2c1)[C@]1(C)[C@@H](C(=O)N2CCCCC2)C[C@H](CC(=O)NCc2cccc(C(F)(F)F)c2)C(=O)N1CC3	0	i	15	8	-2.5	2	.	.	.	.
Cc1nn(-c2ccccc2)c(N)c1C(O)(C(F)(F)F)C(F)(F)F	-9	-0.4	8	-4	.	0	-2	-0.8	-13	13
Cc1cc(C(=O)COC(=O)C23CC4CC(CC(O)(C4)C2)C3)c(C)n1C	5	i	6	-3	.	3	.	-0.3	4	.
CSc1nc(Cl)c(Cc2ccc(OC(C)C)cc2)c(N(C)C)n1	-28	-0.3	2	0	.	1	0	-3.9	-1	8
O=C(CSc1nnc2n1CCCN2)c1ccccc1	7	-0.6	7	5	1.8	-1	-8	-0.9	-7	12
O=C(NCc1csc(-c2cccs2)n1)Nc1ccc(C(F)(F)F)cc1	-6	-0.7	2	11	0.2	3	5	-0.9	-37	34
CCCNC(=O)COc1ccc(-c2nn(C)c(=O)c3ccccc23)cc1	-2	0.4	-11	3	1.5	-1	5	-3.1	0	12
O=C(c1ccco1)N1CCN(C(=O)C(Sc2ccccc2)c2ccccc2)CC1 (centres undefined)	7	i	9	-3	0.3	1	1	2.6	-6	6
CCOC(=O)C1CCCN(S(=O)(=O)c2ccc3ccccc3c2)C1 (centres undefined)	-12	-0.1	6	-1	0.0	5	-1	0.7	-12	-9
COC(=O)CCC(=O)OC1(C)C(=O)C=C2C=C(C3CC3)N(Cc3ccccc3)C=C2C1=O (centres undefined)	5	-3.0	11	-61	13	1	.	1.0	-6	4
C/C(N)=C(/C#N)C(=O)CSc1nnc(Nc2ccccc2C)s1	-4	-5.3	-3	-3	.	-1	5	-0.5	2	-4
CC(=O)CC(C)(C)Nc1nc2cc([N+](=O)[O-])ccc2o1	-2	i	6	11	-0.5	0	-1	-4.5	9	16

Additional records
SMILES	PriA SSB inh	BH1578 lux ind	GDH-TPI inh	MazF activator	BioA inh	Mtb FBA inh	SARS 3CLpro inh	Mtb UGM inh	Rv3671c inh	DUSP3 inh
COc1ccc([C@@H]2[C@H]3CN(C(C)=O)CC=C3C(C#N)=C(N)C2(C#N)C#N)c2ccccc12	2	i	22	1	4.7	3	-7	.	.	4
O=C(CCNC(=O)C1CCN(S(=O)(=O)c2ccc(F)cc2)CC1)NCc1ccccc1Cl	-13	-0.1	3	4	-1.0	3	0	0.5	-5	21
COc1ccc(CC(=O)N(C)CC(=O)Nc2c(C)cccc2C)cc1S(=O)(=O)N1CCOCC1	-4	-0.8	14	-9	-1.8	6	.	2.4	1	.
CC(C)CC(=O)Nc1cccc2c1C(=O)N(c1ccccc1)C2=O	-36	i	-5	3	.	3	0	-4.6	-7	18
O=C(c1cc2ccccc2oc1=O)N1CCN(c2ccc(N3CCOCC3)nn2)CC1	-13	-0.3	14	9	0.1	0	-3	0.1	-3	24
COc1ccc(C)cc1S(=O)(=O)N(C)CC(=O)Nc1ccccc1	6	-0.9	-4	-4	1.2	0	4	2.1	0	-11
Cc1csc(NC(=O)CSc2nnc(Cc3cccn3C)n2CCc2ccccc2)n1	22&-8	0.9	-2	6	-1.3	6	4	0.0	3	3
COC(=O)c1c(C)[nH]c(C(=O)CN(C)CC(=O)Nc2cccc(F)c2)c1C	3	i	2	-8	6.8	-1	.	-0.9	-2	.
Cn1c(Cn2cnc3ccccc32)nnc1SCc1ccccc1	-7	-0.3	-1	3	5.9	2	6	-0.3	-4	22
CCOc1ccc(C(=O)NN2C(=S)NC(C)(C)C=C2C)cc1	-8	-0.5	10	1	.	0	4	1.3	-1	17
Cc1ccccc1CNC(=O)c1ccccc1C	-6	i	2	5	-0.2	1	-6	-3.6	0	0
Cc1nnc(Sc2c(N)n(C)c(=O)n(C)c2=O)s1	1	i	-4	-9	-2.7	-1	2	-0.9	0	13
CC(=O)C(C(c1ccccc1)N1CCOCC1)N1CCOCC1 (centres undefined)	1	-3.2	8	13	27	-1	.	.	.	.
CC(C)(C)c1ccc(C(=O)NCC(=O)OCC(=O)c2ccc3c(c2)-c2ccccc2C3)cc1	7	-0.3	10	-11	.	-1	7	4.7	-34	4
Cc1ccc(-n2nc3c(=O)n(CCCC(=O)NCc4ccc(C)o4)nc(C)c3c2C)cc1	-9	-0.7	3	1	2.8	-1	-2	-0.2	3	-9
O=C(O)CSCc1nc2ccccc2s1	-2&0	i	10	0	-0.6	-1	4	-2.4	5	26
Cc1nn(CC(=O)NCCc2ccccc2)c(=O)c2cccn12	-6	i	8	11	-1.6	2	2	0.4	-1	13
O=C(CNC(=O)C1COc2ccccc2O1)N/N=C/c1ccc(O)cc1O (centres undefined)	.	0.8	14	11	.	8	-3	0.7	10	-11
CCOc1ccc(CNc2ncnc(N)n2)cc1	6	i	-3	1	-0.2	8	4	-6.1	4	-11
O=C(NC1CCCc2ccccc21)C1CCC(CNc2c(N3CCOCC3)c(=O)c2=O)CC1 (centres undefined)	-5	.	5	9	-0.5	-2	0	1.4	6	-14
CCN(C(=O)CN1C(=O)/C(=C/c2ccccc2F)SC1=S)C1CCS(=O)(=O)C1 (centres undefined)	-4	-0.3	6	8	-1.3	-3	2	-1.0	3	6
CCN1CCCC1CNC(=O)c1cc(S(N)(=O)=O)ccc1OC (centres undefined)	-10	i	0	1	0.8	-3	.	-2.2	0	.
O=c1c2ccccc2sn1-c1ccc(S(=O)(=O)N2CCCCC2)cc1	-11	5.3	3	1	-1.2	-1	-3	-2.5	1	.
C/C(CC(=O)NC12CC3CC(CC(C3)C1)C2)=N\NC(=O)c1ccc(F)cc1	.	-2.2	7	7	-2.5	-1	4	0.8	-3	1
CCN(Cc1ccncc1)Cc1cn[nH]c1-c1ccc(OC)cc1F	-8	0.2	3	3	.	-1	-2	2.4	6	8

5 compounds drawn at random from the list so far:
SMILES	PriA SSB inh	BH1578 lux ind	GDH-TPI inh	MazF activator	BioA inh	Mtb FBA inh	SARS 3CLpro inh	Mtb UGM inh	Rv3671c inh	DUSP3 inh
CC(C)(C)c1ccc(C(=O)NCC(=O)OCC(=O)c2ccc3c(c2)-c2ccccc2C3)cc1	7	-0.3	10	-11	.	-1	7	4.7	-34	4
O=C(O)CSCc1nc2ccccc2s1	-2&0	i	10	0	-0.6	-1	4	-2.4	5	26
O=C(CCNC(=O)C1CCN(S(=O)(=O)c2ccc(F)cc2)CC1)NCc1ccccc1Cl	-13	-0.1	3	4	-1.0	3	0	0.5	-5	21
COc1ccc(CC(=O)N(C)CC(=O)Nc2c(C)cccc2C)cc1S(=O)(=O)N1CCOCC1	-4	-0.8	14	-9	-1.8	6	.	2.4	1	.
O=C(NC1CCCc2ccccc21)C1CCC(CNc2c(N3CCOCC3)c(=O)c2=O)CC1 (centres undefined)	-5	.	5	9	-0.5	-2	0	1.4	6	-14

(next part)
SMILES	PriA SSB inh	BH1578 lux ind	GDH-TPI inh	MazF activator	BioA inh	Mtb FBA inh	SARS 3CLpro inh	Mtb UGM inh	Rv3671c inh	DUSP3 inh
CCCOC(=O)c1ccc(OCC(O)CN2CCN(C(=O)c3ccccc3)CC2)cc1 (centres undefined)	-14	i	-1	4	.	1	-7	5.7	6	-4
CCOC(=O)c1cc2c(=O)n3cccc(C)c3nc2n(CCCOC)c1=NC(=O)c1cccnc1	5	3.2	20	2	0.9	+	-3	1.4	2	19
CC(C)c1ccc(S(=O)(=O)c2n[nH]n3c2nc(=O)c2ccccc23)cc1	-2	-0.5	6	6	0.5	3	-5	1.5	-7	-5
CCc1nc2ccccc2n1Cc1ccccc1F	-1	0.1	2	8	.	-1	3	1.4	20	-17
COc1ccc(CCNC(=O)c2sc3ccccc3c2Cl)cc1OC	-2	i	1	-6	-0.2	0	-2	-1.9	-9	24
C[C@H](CO)N1C[C@H](C)[C@H](CN(C)C(=O)c2ccccc2F)Oc2ncc(Br)cc2C1=O	.	i	10	2	0.5&0.5&-0.5	-2	.	.	.	.
N[C@@H](Cn1oc(=O)[nH]c1=O)C(=O)O	-7	i	0	6	0.4	6	.	2.3	-16	.
Cc1cc(OCC(=O)Nc2nnc(C3CC3)s2)ccc1[N+](=O)[O-]	-3	0.6	1	4	-2.2	0	1	-2.1	-4	1
CN1N=C(C(=O)N2CCN(c3ccc([N+](=O)[O-])cc3)CC2)CCC1=O	4	-0.2	8	1	.	-8	-6	-1.8	-13	8
Cc1ccc(S(=O)(=O)N2CCOCC2)cc1NC(=O)CSc1nccn1C	-8	-2.2	6	-4	.	6	1	-1.7	2	13
Cc1ccc(S(=O)(=O)Cc2c(C)noc2C)cc1	-6	i	1	0	0.3	5	0	-4.5	-1	8
O=C(OCC(=O)N1CCN(C(=O)c2ccco2)CC1)c1sc2cc(F)ccc2c1Cl	-1	i	10	4	-1.9	-1	2	-2.3	4	-6
COc1ccccc1CN1CCc2c([nH]c3ccccc23)C1	-1	0.4	0	5	-0.8	-1	0	3.5	-2	-4
COc1cccc(Nc2nnc(SCC(=O)Nc3sccc3C(N)=O)s2)c1	-2	-0.3	22	-3	.	3	2	0.1	-29	29
CC(=O)N1CCN(c2ccc(Nc3nc(C)nc4c3oc3ccccc34)cc2)CC1	2	-0.6	20	7	3.0	0	.	0.3	-7	.
NC(=O)c1ccsc1NC(=O)c1ccc(S(=O)(=O)N2CCCC2)cc1	-14	-0.3	19	13	0.2	6	0	0.6	-6	20
Cc1cc(Br)cc(C)c1NC(=O)c1ccc(C#N)cc1F	-4	-0.4	4	-4	.	0	-1	-0.4	5	21
CCCOc1ccc(/C=N/NC(=O)c2nnn(-c3nonc3N)c2-c2cccs2)cc1OC	.	-0.4	16	-16	-1.0	0	2	-1.3	-12	12
Cc1cccc(-c2cc3nc(-c4ccccc4)cc(N4CCC5(CC4)OCCO5)n3n2)c1	-38	i	7	-5	-1.1	25	4	2.3	-10	0
COc1cccc(-c2c[nH]c(=O)[nH]c2=O)c1	2	i	2	2	-0.1	3	3	-0.5	3	22
FC(F)(F)c1cccc(N2CCN(C(=S)NC3CCCCC3)CC2)c1	32	-0.4	-3	-8	.	-2	2	0.4	-9	-9
O=C1N=C(N2CCCCC2)SC1=C1CCCC1	-8	i	10	-5	0.3	1	-2	2.3	5	3

Only part of the results is shown; the hit share may differ from the screen's.
